From PubChem
VP16 counter: Gal4-VP16 reporter inhibition counter-screen | Drosophila S2 Gal4-VP16 UAS-luciferase, luminescence, 20 h | Potency, µM (series often up to 53.6 µM), inactives show top-dose activity, negative = inhibition, usual class: inhibitors | actives 3.5% (n = 310,000);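 also: Gal4-VP16 expression switched on by copper sulfate through the metallothionein promoter; % is scaled to controls: 0 for no effect and ±100 for the full control effect; nearly all actives have a fitted effect of over 50% in size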
NPC1 prom act: activates the NPC1 promoter; AID 485313; Huh7 NPC1 promoter luciferase reporter, 24 h; actives 2.4% (n = 320,000); Potency, µM (doses to about 9.22 µM), inactives show at the highest dose activation, hits mostly activators;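 also: % of control where 0% means no effect; nearly all actives have a fitted effect of over 60% in size; reporter is driven by a mutant NPC1 promoter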
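Luminescence read-out of NPC1 promoter-driven luciferase in stably transfected Huh7 cells; compounds delivered in DMSO and left 24 h at 37C, 5% CO2, qHTS titration format.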
FLuc modulator: inhibits or activates purified firefly luciferase, miR-21 counter-screen | actives 6.9% (n = 360,000) | Potency, µM (top dose mostly 57.5 µM), inactives show at the top dose activity change, negative = inhibition, hits mostly inhibitors | AID 588342 | purified FLuc, Km substrates, luminescence inhibition | P08659;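 also: plate controls were vehicle for no effect and reference inhibitor for full effect; nearly all actives have a fitted effect of over 55% in size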
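Purified P. pyralis luciferase (10nM final) with 10uM D-luciferin and 10uM ATP (Km levels) in 50mM Tris acetate pH 7.5, 10mM Mg acetate, 0.01% Tween-20, 0.05% BSA; qHTS 6-point titration, ~60 µM downward; luminescence read.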
Rab9 prom act: Rab9 promoter activation | Potency, µM (highest dose often 9.22 µM), inactives show top-dose activation, negative = inhibition, actives largely listed as activators | Huh7 Rab9 promoter-luciferase reporter, luminescence, 24 h | actives 2.8% (n = 320,000); also: % of control where 0% means no effect; nearly all actives have a fitted effect of over 60% in size
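Steps: seed 1500 Huh7 Rab9-luc cells per well, rest 2 h at 37 °C; add compound in DMSO; incubate 24 h; add luciferase reagent, 10 min ambient; read luminescence.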
uPA surface inh: cell surface uPA generation inhibition; Potency, µM (highest dose often 38.3 µM), for inactives: at the top dose activity change, negative = inhibition, most hits filed as inhibitors; cell surface uPA generation assay, qHTS; actives 0.31% (n = 330,000); AID 540303; active = well fitted inhibition curve with a large enough effect; inconclusive = small, poorly fitted or top-dose-only effect; inactive = no such curve, though single readings can be large or run the other way; tested in mouse RAW 264.7 cells; also: % is scaled to controls: 0 for no effect and ±100 for the full control effect; nearly all actives have a fitted effect of over 55% in size
ELG1 genotox: inducers of genotoxicity in HEK293T ELG1-luciferase cells | HEK293T ELG1-luciferase reporter, luminescence, 16 h | Potency, µM (series often up to 46 µM), for the others: top-dose activity change, positive = activation, actives largely listed as activators | actives 1.3% (n = 330,000); also: % of control where 0% means no effect; nearly all actives have a fitted effect of over 60% in size
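After overnight (16 hr) compound treatment at 37 °C, ELG1-luciferase HEK293T cells were lysed with ONE-Glo; luminescence quantified 30 min later at room temperature.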
RORgamma inh: inhibitors of mouse ROR gamma transcriptional activity | P51450 | Drosophila S2 Gal4-RORgamma UAS-luciferase reporter, 20 h | Potency, µM (doses to about 53.6 µM), inactives show at the top dose activity change, negative = inhibition, most hits filed as inhibitors | actives 5.4% (n = 310,000); also: % is scaled to controls: 0 for no effect and ±100 for the full control effect; nearly all actives have a fitted effect of over 60% in size
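Stably transfected Drosophila Schneider cells are the test system, with ROR gamma fused to Gal4 and luciferase under UAS control; luminescence is read after 20 hr of 700 uM copper sulfate induction at ambient temperature.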
MBNL1 CUG block: MBNL1-poly(CUG) RNA binding inhibition | TR-FRET MBNL1-His/biotin-(CUG)12 binding, 665/545 ratio | Potency, µM (series often up to 57.5 µM), for inactives: at the highest dose activity change, negative = inhibition, hits mostly inhibitors | actives 0.036% (n = 280,000); active = well fitted inhibition curve with a large enough effect in the signal ratio, with a control signal flat, not every such curve was filed as active; inconclusive = small, poorly fitted or top-dose-only effect, or effect the other way, or a change in a side signal; inactive = no such curve, though single readings can be large or run the other way; the % refers to the signal ratio; also: % is scaled to controls: 0 for no effect and ±100 for the full control effect
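TR-FRET between His-tagged MBNL1 and biotin-(CUG)12 RNA, detected with Tb anti-His antibody (0.055 ng/ul) and streptavidin-XL665 (5 nM), 60 min at room temperature. Compounds titrated 92 nM to 58 uM; 665/545 nm ratio normalized to buffer and complex controls.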
CXXC DNA block: MLL CXXC-DNA interaction inhibition; Q03164; MLL-CXXC / FITC-HOXA9 DNA fluorescence polarization; Potency, µM (top dose mostly 115 µM), for the others: top-dose activity change, negative = inhibition, usual class: inhibitors; actives 0.037% (n = 290,000); AID 2662; active = well fitted inhibition curve with a large enough effect in the polarisation, with a control signal flat, not every such curve was filed as active; inconclusive = small, poorly fitted or top-dose-only effect, or effect the other way, or a change in a side signal; inactive = no such curve, though single readings can be large or run the other way; the % refers to the polarisation
Target sequence (Q03164 whole entry, looked up): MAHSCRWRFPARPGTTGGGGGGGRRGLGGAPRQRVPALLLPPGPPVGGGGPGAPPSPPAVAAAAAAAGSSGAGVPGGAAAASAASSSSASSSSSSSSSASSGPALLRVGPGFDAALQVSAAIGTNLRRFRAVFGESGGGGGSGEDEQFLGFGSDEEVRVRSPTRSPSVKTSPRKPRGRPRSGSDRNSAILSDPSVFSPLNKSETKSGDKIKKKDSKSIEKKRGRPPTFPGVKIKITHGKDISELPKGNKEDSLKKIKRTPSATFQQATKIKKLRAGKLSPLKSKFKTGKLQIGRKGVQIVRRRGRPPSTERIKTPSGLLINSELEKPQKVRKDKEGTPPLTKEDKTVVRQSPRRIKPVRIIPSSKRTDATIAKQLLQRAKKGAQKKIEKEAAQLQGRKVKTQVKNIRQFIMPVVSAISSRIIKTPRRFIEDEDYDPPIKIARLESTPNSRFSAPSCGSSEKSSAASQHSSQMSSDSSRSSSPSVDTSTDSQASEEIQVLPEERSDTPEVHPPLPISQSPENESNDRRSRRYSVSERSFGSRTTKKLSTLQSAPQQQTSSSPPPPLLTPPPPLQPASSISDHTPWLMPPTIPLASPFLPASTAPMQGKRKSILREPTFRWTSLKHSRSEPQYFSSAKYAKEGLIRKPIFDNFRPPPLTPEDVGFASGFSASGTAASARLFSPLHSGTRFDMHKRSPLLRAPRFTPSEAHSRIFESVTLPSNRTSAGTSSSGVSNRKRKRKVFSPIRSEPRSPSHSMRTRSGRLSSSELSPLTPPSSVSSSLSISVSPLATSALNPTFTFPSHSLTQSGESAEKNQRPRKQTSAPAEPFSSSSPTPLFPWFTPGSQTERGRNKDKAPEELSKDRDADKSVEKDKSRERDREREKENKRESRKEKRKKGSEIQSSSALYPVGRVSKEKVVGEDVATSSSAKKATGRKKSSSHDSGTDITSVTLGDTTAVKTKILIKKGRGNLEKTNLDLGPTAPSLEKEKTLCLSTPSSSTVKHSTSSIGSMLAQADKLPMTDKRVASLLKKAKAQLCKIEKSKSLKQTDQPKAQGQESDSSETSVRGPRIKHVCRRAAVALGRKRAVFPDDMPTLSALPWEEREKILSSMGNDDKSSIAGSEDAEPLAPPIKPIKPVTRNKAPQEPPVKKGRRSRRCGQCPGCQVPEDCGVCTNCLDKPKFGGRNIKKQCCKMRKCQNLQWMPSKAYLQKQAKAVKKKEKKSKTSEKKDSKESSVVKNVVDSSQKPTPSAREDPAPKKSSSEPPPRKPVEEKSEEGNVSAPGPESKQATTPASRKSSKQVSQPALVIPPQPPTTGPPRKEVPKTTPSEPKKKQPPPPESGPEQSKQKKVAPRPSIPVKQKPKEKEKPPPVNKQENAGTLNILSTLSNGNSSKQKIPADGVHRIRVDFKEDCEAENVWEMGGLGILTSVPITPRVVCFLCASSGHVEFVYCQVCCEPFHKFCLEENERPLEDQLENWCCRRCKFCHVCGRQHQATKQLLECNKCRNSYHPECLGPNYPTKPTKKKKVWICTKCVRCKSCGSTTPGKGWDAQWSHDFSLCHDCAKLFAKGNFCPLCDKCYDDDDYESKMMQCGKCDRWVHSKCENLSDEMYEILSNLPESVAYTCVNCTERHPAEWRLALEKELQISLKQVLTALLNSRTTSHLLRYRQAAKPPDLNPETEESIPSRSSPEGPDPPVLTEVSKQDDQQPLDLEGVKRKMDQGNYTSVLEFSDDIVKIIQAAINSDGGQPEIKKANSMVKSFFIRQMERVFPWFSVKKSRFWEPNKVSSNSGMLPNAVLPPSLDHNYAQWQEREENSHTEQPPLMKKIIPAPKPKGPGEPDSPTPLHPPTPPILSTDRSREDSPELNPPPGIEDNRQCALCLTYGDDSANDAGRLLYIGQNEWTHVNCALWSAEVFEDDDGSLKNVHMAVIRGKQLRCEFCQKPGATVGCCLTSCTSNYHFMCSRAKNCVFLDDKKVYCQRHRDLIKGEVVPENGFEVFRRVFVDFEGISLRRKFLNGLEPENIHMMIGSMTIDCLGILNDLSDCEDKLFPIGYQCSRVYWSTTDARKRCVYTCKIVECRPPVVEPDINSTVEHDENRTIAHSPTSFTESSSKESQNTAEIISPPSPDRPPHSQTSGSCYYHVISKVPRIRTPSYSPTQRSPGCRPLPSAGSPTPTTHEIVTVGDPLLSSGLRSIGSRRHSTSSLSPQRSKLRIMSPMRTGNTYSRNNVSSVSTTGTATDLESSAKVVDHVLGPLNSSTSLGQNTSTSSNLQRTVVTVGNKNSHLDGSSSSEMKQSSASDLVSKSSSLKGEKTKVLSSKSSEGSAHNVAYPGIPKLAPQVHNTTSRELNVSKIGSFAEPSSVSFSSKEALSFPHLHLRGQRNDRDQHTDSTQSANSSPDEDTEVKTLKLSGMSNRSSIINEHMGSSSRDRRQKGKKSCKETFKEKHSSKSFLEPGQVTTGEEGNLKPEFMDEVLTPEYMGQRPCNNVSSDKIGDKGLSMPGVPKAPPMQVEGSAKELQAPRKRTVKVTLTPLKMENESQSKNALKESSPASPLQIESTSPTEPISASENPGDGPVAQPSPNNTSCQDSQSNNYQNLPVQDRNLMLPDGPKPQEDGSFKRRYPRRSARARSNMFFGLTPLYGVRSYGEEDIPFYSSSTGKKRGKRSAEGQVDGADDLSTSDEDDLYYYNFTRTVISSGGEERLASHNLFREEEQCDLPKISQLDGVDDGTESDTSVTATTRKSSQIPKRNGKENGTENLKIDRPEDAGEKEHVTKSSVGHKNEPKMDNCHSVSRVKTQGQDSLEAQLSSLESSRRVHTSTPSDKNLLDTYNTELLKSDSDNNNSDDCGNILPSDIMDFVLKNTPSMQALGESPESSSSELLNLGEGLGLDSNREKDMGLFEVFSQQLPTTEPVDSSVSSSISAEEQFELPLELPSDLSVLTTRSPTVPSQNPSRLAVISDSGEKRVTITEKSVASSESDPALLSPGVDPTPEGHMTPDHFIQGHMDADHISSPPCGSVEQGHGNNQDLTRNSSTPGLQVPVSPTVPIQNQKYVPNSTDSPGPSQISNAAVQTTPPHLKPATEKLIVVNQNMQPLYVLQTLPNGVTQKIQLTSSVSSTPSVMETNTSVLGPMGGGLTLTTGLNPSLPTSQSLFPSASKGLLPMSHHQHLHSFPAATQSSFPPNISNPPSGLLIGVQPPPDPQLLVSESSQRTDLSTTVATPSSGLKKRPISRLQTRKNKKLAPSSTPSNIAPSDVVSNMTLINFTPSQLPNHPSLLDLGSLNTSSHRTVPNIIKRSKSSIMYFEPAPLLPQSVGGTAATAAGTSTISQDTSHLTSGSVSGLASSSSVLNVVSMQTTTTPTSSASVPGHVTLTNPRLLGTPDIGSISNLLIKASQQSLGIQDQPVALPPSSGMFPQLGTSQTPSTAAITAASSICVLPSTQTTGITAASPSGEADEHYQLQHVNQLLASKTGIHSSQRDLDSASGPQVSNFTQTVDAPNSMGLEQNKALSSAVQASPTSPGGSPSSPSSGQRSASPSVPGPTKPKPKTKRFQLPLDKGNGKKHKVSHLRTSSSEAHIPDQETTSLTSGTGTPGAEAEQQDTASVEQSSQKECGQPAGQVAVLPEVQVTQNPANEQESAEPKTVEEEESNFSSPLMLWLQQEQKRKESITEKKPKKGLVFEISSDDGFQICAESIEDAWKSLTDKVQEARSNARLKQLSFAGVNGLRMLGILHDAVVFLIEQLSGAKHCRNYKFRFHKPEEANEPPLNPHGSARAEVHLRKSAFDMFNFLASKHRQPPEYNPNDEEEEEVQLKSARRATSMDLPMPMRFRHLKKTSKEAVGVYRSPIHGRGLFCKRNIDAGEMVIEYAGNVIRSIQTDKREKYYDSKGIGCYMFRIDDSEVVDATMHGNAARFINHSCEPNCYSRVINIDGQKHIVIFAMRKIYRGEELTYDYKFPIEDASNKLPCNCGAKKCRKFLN
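Fluorescence polarization: 7 uM MLL-CXXC (stock) preincubated 5 min with compounds, then 50 nM fluorescein-HOX-A9 DNA (stock) added; 30 min ambient. Buffer 50 mM Tris-HCl pH 7.5, 50 mM NaCl, 1 mM DTT, 0.05% BSA.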
p53 reactivation: restores transcriptional activity of mutant p53 | actives 0.063% (n = 320,000) | AID 504706 | H1299 p53-A138V BP100-luciferase reporter, luminescence, 24 h | Potency, µM (doses to about 92.2 µM), inactives show at the top dose activity change, positive = activation, usual class: activators; also: % of control where 0% means no effect; nearly all actives have a fitted effect of over 45% in size
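H1299 (p53-null), stable ts p53-A138V + BP100-Luc; 1000 cells/well, Opti-MEM/10% FBS; cpd 4 pt, 1:5; 24 h, 37 deg C, 5% CO2; detection reagent 10 min RT; luminescence.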
BRCA1 expr act: BRCA1 expression activation. MCF7-BRCA1-FFLuc reporter, luminescence, 48 h; response scale: scaled: vehicle 0%, 10 µM genistein 100%. Potency, µM (series often up to 46.1 µM), without a hit: at the highest dose activation, actives largely listed as activators. actives 1.1% (n = 380,000); also: nearly all actives have a fitted effect of over 80% in size; some results filed as inactive show a strong effect at the top dose
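Cells: MCF7-BRCA1-FFLuc, 2000/well. Exposure: 48 h, 37 °C, 5% CO2. Read: luminescence, 15 min post-substrate. Controls: genistein 10 microM (maximal activation), DMSO (neutral).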
An asterisk follows results filed as active; ? = inconclusive; · = not tested or not shown; [ ] = dose if it differs, or a comment. Unless noted, calls follow the shape of the dose curve; as a rule, active = well fitted curve in the direction sought with a large enough effect; inconclusive = small, poorly fitted or top-dose-only effect, or another doubt; inactive = no such curve, though single readings can be large; an effect the other way counts as inactive or inconclusive. Potency is read from the fitted curve at half-maximal effect.

SMILES	VP16 counter	NPC1 prom act	FLuc modulator	Rab9 prom act	uPA surface inh	ELG1 genotox	RORgamma inh	MBNL1 CUG block	CXXC DNA block	p53 reactivation	BRCA1 expr act
COc1ccc(O)c(-c2cn[nH]c2-c2cccs2)c1	0.6%	-2.1%	3.9%	-4.0%	-2.6%	-4.1%	21.6%	1.0%	-4.0%	3.5%	-3.7%
O=C(CSc1nc(=O)n2cc(Cl)ccc2n1)Nc1ccc2c(c1)OCO2	·	-2.2%	2.3%	-7.3%	3.0%	-0.9%	·	·	·	-1.0%	-2.3%
COc1ccc(-n2c(CNC(=O)c3ccc(S(=O)(=O)N4CCCC4)cc3)n[nH]c2=S)cc1	1.8%	-2.2%	3.4%	2.2%	·	2.7%	-25.2%	6.7%	3.3%	1.1%	2.2%
CCN=C(NCC)SC1CC(=O)N(c2cccc(OC)c2)C1=O (configuration not stated)	-5.8%	8.7%	-3.6%	1.7%	4.8%	-10.6%	20.5%	-2.4%	3.5%	-1.6%	1.2%
C=CCn1c(SCC(=O)NC2CC2)nc2sc(CC)cc2c1=O	1.7%	-5.3%	5.8%	-2.1%	?	2.9%	5.2%	-6.8%	-0.5%	-4.3%	1.1%
O=C1CCCN1CCC1CCCCN1Cc1nc(-c2cnccn2)no1 (configuration not stated)	2.2%	-0.5%	-0.7%	-0.5%	11.7%	1.1%	0.6%	-3.4%	0.5%	1.6%	14.1%
COc1cc(CN2CCCC(N3CCN(c4ccccc4C)CC3)C2)cc(Cl)c1O (configuration not stated)	-4.2%	4.5%	-2.1%	1.0%	1.6%	-6.7%	-7.8%	0.9%	-4.2%	·	-55.7%
O=C(CCn1c(=O)oc2ccccc21)Nc1ccon1	23.2%	-0.3%	-14.9%	0.4%	3.3%	3.1%	12.4%	1.3%	-8.2%	1.1%	2.7%
CCCCNc1c([N+](=O)[O-])cc(C)cc1[N+](=O)[O-]	5.0%	0.1%	1.5%	-4.8%	·	5.4%	14.0%	?	-7.4%	-1.2%	-10.7%
Cc1nn(C)cc1/C=C1\CCC/C(=C\c2cn(C)nc2C)C1=O	-0.9%	7.5%	26.9µM*	-6.8%	-12.8%	4.2%	-25.1%	?	-9.4%	-3.3%	-20.9%
CN(c1ccccc1)S(=O)(=O)c1ccc(NC(=O)c2ccccc2)cc1	-17.1%	-2.6%	?	-1.7%	3.6%	-4.3%	?	0.8%	9.4%	18.1%	-1.3%
CCOC(=O)c1ccc(Nc2ncnc3c2cnn3C)cc1	12.6%	1.8%	-13.8%	2.7%	-0.5%	11.5%	?	5.0%	3.2%	6.3%	31.5%
CCCn1c(NCc2cc(C)ccc2O)nc2ccccc21	13.6%	0.9%	?	-3.9%	-0.1%	-0.8%	-4.7%	1.1%	-14.9%	6.2%	1.9%
Cc1sc(/N=C/c2ccccc2O)c(C#N)c1C	0.1%	-1.8%	?	-4.7%	·	2.9%	?	1.7%	2.5%	9.8%	·
Cc1nn(CC(=O)Nc2ccc(Br)cc2F)c(=O)c2cccn12	-6.9%	1.4%	-1.1%	-0.7%	1.5%	2.0%	7.0%	1.8%	10.4%	3.1%	-8.3%
CC(NC(=O)Nc1ccc(O)cc1)(C(F)(F)F)C(F)(F)F	26.0%	-0.5%	4.7%	-1.2%	-6.8%	-2.2%	-13.1%	4.5%	10.1%	1.3%	-0.3%
O=C(COc1ccc2c3c(c(=O)oc2c1)CCC3)NCc1ccncc1	-8.1%	-8.8%	6.0%	-1.7%	-0.4%	1.5%	-27.3%	0.0%	18.3%	2.3%	3.9%
CC(C)(C)N(Cc1ccccc1)C(=O)COC(=O)/C=C/c1ccc2c(c1)OCO2	·	-4.3%	6.8%	0.0%	11.3%	2.8%	·	·	·	8.2%	-9.0%
COCCCn1c(=O)c2ccccc2n(Cc2ccc(C)cc2)c1=O	-12.6%	-2.5%	-1.7%	1.2%	-10.6%	-2.1%	19.2%	1.6%	-5.5%	·	-2.0%
O=C(Nc1cc(C(F)(F)F)ccc1N1CCCCC1)c1ccc(Br)o1	-7.3%	1.3%	-1.5%	-3.3%	2.0%	-3.1%	18.4%	3.9%	-3.5%	1.9%	-74.0%
O=C1Nc2ccc(Cl)cc2[C@@](C#CC2CC2)(C(F)(F)F)O1	?	-6.2%	-1.0%	0.6%	·	·	-25.3%	2.3%	-2.8%	·	·
Cc1ccccc1CN1[C@@H](CC2CCCCC2)COCCS1(=O)=O	-2.4%	-3.9%	1.3%	-0.3%	8.4%	-0.2%	6.7%	-5.0%	-3.8%	·	-35.3%
CC(Oc1cccnc1[N+](=O)[O-])C(=O)Nc1cccc(Cl)c1 (configuration not stated)	·	-4.2%	2.2%	1.2%	-4.8%	-0.6%	·	·	·	5.6%	-4.3%
CCOC(=O)Cc1nn(Cc2nc(-c3ccc(C)cc3)cs2)c(=O)c2ccccc12	4.6%	-0.4%	-0.6%	-1.2%	12.5%	-6.2%	?	·	-7.1%	-3.1%	-12.7%
N#C/C(=C\c1c[nH]c2ccccc12)C(=O)NC1CCCC1	16.5%	24.5%	15.1µM*	18.2%	9.4%	15.3%	?	?	3.8%	·	60.6%
Cc1cc(OCCn2cc(/C(N)=N/O)c3ccccc32)ccc1Cl	?	8.0%	?	1.6%	-9.5%	-1.5%	-18.2%	10.0%	29.6%	1.3%	-11.6%
O=C(Nc1ccccc1)C1CCCN1C(=O)Nc1ccccc1[N+](=O)[O-] (configuration not stated)	8.2%	-1.5%	0.2%	0.9%	-5.4%	1.1%	12.2%	?	-3.2%	6.0%	-35.1%
COc1ccc(Cl)cc1NC(=O)NC(C)C(C)(C)C (configuration not stated)	-4.1%	-0.9%	-1.1%	2.2%	-0.1%	-0.3%	41.0%	7.5%	2.8%	13.1%	-6.9%
Cc1ccc(SC[C@H](CC(C)C)N2CCN(CCc3ccccc3)CCC2=O)cc1	-13.1%	17.6%	16.9µM*	11.5%	-4.6%	5.3%	25.7%	-5.5%	0.4%	?	34.9%
Cc1ccc(-n2[nH]c(=O)c3cccnc32)cc1	5.2%	6.6%	-14.6%	7.8%	·	3.3%	21.3%	16.5%	-8.9%	9.9%	-14.9%
c1cc[n+](CCCC[n+]2ccccc2)cc1	-20.8%	6.7%	-5.2%	9.0%	15.6%	0.3%	-27.4%	-1.5%	-9.5%	?	-3.5%
COC(=O)c1sccc1NC(=O)CSc1ccccc1NC(=O)CNC(C)C	10.1%	-3.1%	3.7%	9.3%	5.6%	-1.3%	2.5%	3.1%	2.5%	-3.4%	-8.9%
COc1ccc(Cn2cc(C(=O)c3ccccc3)c(=O)c3cc(OC)ccc32)cc1	-2.0%	-1.4%	-0.8%	-4.8%	-16.4%	-0.5%	0.3%	13.5%	6.8%	-6.8%	0.0%
O=C(NN1C(=O)c2ccc(-c3ccc4c(c3)C(=O)N(NC(=O)c3cccnc3)C4=O)cc2C1=O)c1cccnc1	-0.2%	-0.6%	-0.4%	4.0%	-0.1%	-0.7%	6.1%	?	7.6%	10.4%	-12.5%
CCn1c(SCc2ccc(C(=O)OC)o2)nnc1-c1c[nH]c2ccccc12	-6.4%	-0.9%	-8.9%	-6.1%	10.4%	-5.6%	32.4%	?	0.1%	-7.3%	-15.4%
CC(=O)c1ccc(OC2OCCOC2Oc2ccc(C(C)=O)cc2)cc1 (configuration not stated)	-27.2%	-2.0%	4.0%	-3.7%	3.5%	-1.2%	?	0.9%	-2.1%	-4.5%	7.0%
O=C(c1ccco1)N1CCN(C(=O)c2cc3c(=O)oc4ccccc4c3s2)CC1	1.3%	-1.7%	-5.5%	-1.9%	4.1%	0.0%	0.0%	7.5%	3.3%	-2.5%	8.2%
CCc1nnc(NC(=O)C2CCCN(c3nc4ccccc4s3)C2)s1 (configuration not stated)	10.2%	-1.5%	0.5%	4.5%	·	1.1%	22.5%	-2.9%	-3.7%	-1.1%	27.2%
Cc1cc(Nc2ccc([N+](=O)[O-])cc2)c2ccccc2n1	?	1.9%	0.2%	-1.5%	23.5%	?	?	?	43.0%[activator]	-7.9%	-13.2%
C=CCN1C(=O)/C(=C\c2ccc(C)cc2)N=C1SCC(=O)NCCC	1.9%	-0.1%	0.7%	3.0%	0.9%	-0.7%	1.5%	1.3%	27.4%	1.4%	-9.5%
COc1ccccc1CCNC(=O)c1c(C)nn(CC(C)C)c1Cl	22.8%	16.0%	?	?	0.0%	2.9%	?	2.7%	2.4%	6.0%	?

Not all compounds are listed; the hit share may differ from the screen's.
